CR mimetic SO = caloric restriction mimetics inhibiting age-related superoxide in yeast; S. cerevisiae aged cells, superoxide DHE fluorescence; hits give low values; superoxide response (% of plate mean), % at 10 µM; actives 0.18% (n = 330,000);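 active = superoxide response under a set limit, about three screen SD below normal, cut at about 65% in these data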;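 note: yeast aged for seven days with compound at 30 °C before DHE staining; 100% = average MFI of all compound-treated wells on the plate with controls excluded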
MCL1 BIM primary = inhibitors of human MCL1 binding to BIM-BH3 peptide. inhibition, % at 10.9 µM. actives 0.68% (n = 320,000). Q07820. GST-MCL1 / FITC-Bim-BH3 fluorescence polarization. AID 2057;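 active = inhibition above the mean inhibition of all tested compounds plus 3 SD, set per campaign, cut at about 40% in these data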;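 note: 0% = DMSO wells and 100% = unlabeled Bim-BH3 peptide control; higher means more loss of mP so more displacement of Bim peptide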
Target sequence (Q07820 whole entry, looked up): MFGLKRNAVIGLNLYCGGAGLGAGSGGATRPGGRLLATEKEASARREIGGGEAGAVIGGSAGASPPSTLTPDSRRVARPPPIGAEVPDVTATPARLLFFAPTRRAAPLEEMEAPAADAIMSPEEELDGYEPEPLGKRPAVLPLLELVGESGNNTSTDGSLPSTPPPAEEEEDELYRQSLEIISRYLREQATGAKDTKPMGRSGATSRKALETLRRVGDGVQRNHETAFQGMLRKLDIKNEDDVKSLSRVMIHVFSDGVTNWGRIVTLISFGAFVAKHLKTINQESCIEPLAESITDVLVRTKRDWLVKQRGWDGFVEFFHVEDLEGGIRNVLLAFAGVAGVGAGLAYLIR
Fam108B counter = blocks mouse Fam108B hydrolase in RBBP9 counter-screen | recombinant Fam108B, FP-Rh probe fluorescence polarization | inhibition, % at 9.51 µM | actives 0.33% (n = 300,000) | AID 1947;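 active = inhibition above the screen mean inhibition plus 3 SD, computed separately per campaign, cut at about 18% in these data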;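 note: inhibitors lower polarization as less probe binds the enzyme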
ZTA counter = counter-screen for EBNA-1 inhibitors: inhibitors of Epstein-Barr virus ZTA. P03206. ZTA-DNA binding, fluorescence polarization. inhibition, % at 11 µM. actives 0.15% (n = 320,000); in the data active = inhibition above about 33%
Target sequence (P03206 whole entry, looked up): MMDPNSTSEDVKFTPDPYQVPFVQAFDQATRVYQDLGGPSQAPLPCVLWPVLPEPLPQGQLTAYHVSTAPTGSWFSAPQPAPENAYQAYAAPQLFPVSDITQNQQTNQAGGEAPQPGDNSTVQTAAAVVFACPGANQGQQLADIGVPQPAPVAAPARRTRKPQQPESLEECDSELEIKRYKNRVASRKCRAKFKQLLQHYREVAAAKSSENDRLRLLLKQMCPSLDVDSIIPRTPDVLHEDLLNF
MEX-5 binding = C. elegans MEX-5 TCR-2 RNA binding activity. Q9XUB2. MEX-5/FITC-TCR2 RNA binding, fluorescence polarization; hits give low values. activity score (negative = inhibition of binding), % at 10 µM. actives 0.38% (n = 300,000). AID 1832;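 active = inhibition past about -25% in most replicates, and total fluorescence under double the plate's negative control median, limit read from the data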;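 note: 0% = DMSO and -100% = 5 µM competing unlabeled TCR2 RNA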
Efflux pump inh = inhibitors of Candida antifungal efflux pumps expressed in yeast. S. cerevisiae Candida pump triplex, Nile Red efflux. actives 0.44% (n = 330,000). inhibition, % at 10 µM. AID 485275;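 active = plate passing quality check with inhibition over a set limit, or well fluorescence over plate mean plus 4 SD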;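 note: Nile Red retained in pooled yeast measured as flow cytometry median fluorescence; 0% = buffer negative control and 100% = Enniatin B positive control; higher means more Nile Red kept so more efflux inhibition; some compounds called inactive have numbers as strong as hits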
GLD-1 TGE inh = GLD-1-TGE RNA interaction inhibition (C. elegans) | Q17339 | purified GLD-1 + fluorescein TGE RNA, fluorescence polarization | inhibition, % at 5.96 µM | actives 0.44% (n = 320,000) | AID 2280;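 active = percent inhibition above a per-plate cutoff, the plate mean of test compounds plus 3 SD, cut at about 30% in these data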;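 note: 0% = DMSO wells with GLD-1 and probe and 100% = wells lacking GLD-1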
BCLXL inh = blocks human Bcl-xL binding to Bim BH3 peptide. Q07817. inhibition, % at 10.9 µM. GST-Bcl-xL / FITC-Bim BH3 peptide fluorescence polarization. actives 0.7% (n = 320,000);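 active = inhibition above the mean of all tested compounds plus 3 SD, cutoff set per campaign, cut at about 30% in these data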;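 note: 0% = DMSO wells and 100% = unlabeled Bim-BH3 peptide competitor; inhibitors lower millipolarization by displacing the labeled peptide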
Target sequence (Q07817 whole entry, looked up): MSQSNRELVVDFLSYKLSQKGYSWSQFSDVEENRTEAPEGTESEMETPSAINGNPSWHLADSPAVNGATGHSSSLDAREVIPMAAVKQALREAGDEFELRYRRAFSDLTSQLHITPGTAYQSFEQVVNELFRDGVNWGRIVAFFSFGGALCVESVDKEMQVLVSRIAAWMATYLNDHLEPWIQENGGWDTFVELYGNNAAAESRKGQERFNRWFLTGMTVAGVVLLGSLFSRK
EBNA-1 inhibitor = blocks EBNA-1 binding to DNA; EBNA-1 DNA binding, fluorescence polarization; inhibition, % at 14.8 µM; actives 0.34% (n = 300,000); AID 1950; in the data active = inhibition above about 28%
* = called active by the depositor; · = not tested or not shown.

SMILES	CR mimetic SO	MCL1 BIM primary	Fam108B counter	ZTA counter	MEX-5 binding	Efflux pump inh	GLD-1 TGE inh	BCLXL inh	EBNA-1 inhibitor
COc1ccc2nc(SCC(=O)Nc3ccc4c(c3)OCCO4)[nH]c2c1	119.9	-7.8	3.2	11.4	1.0	-0.2	-0.7	-7.2	-2.0
C=CCOc1ccc(C=Nc2ccc(OC)cc2)c(O)c1	90.5	9.6	3.7	-6.4	-0.4	-0.3	-10.2	3.0	-2.6
COc1ccc(OC)c(NC(=O)C2CC2c2ccccc2)c1 (configuration not stated)	99.0	0.7	0.7	-0.8	2.4	0.2	7.9	-2.4	-7.1
COc1ccccc1CNC(=O)C(NC(=O)c1ccccc1C)C(C)C (configuration not stated)	102.5	2.4	-2.7	-1.1	-0.3	0.1	-1.1	4.8	-1.6
CCn1c2ccccc2c2cc(NC(=O)CSc3nccc(=O)[nH]3)ccc21	89.4	-5.4	6.2	19.0	0.1	0.1	-1.4	5.7	-2.9
CCC(C)c1ccc(S(=O)(=O)N2CC(=O)Nc3ccccc32)cc1 (configuration not stated)	93.9	11.2	2.0	-3.2	-2.3	1.0	-0.5	8.0	-0.3
Nc1nc(N)nc(-c2ccccn2)n1	101.2	12.0	-0.2	-3.2	-0.1	0.0	5.8	2.6	1.1
O=C(CSc1n[nH]c(-c2ccc(S(=O)(=O)NC3CCCCC3)cc2)n1)N1CCCC1	98.2	2.6	2.8	-3.2	1.4	0.2	7.2	3.6	3.6
CC1CN(CC(=O)Nc2cccc(C(=O)Nc3cccc(C(F)(F)F)c3)c2)CC(C)O1 (configuration not stated)	89.6	5.7	-3.8	-2.3	1.8	-0.1	-0.3	1.9	1.8
O=C(c1ccc(CN2CCOCC2)cc1)N1CCN(Cc2ccccc2)CC1	99.1	-2.0	6.0	-10.2	-0.4	0.2	3.9	1.8	-15.8
COc1ccc2c(c1OC)C(=O)N1c3ccccc3SC21 (configuration not stated)	103.7	12.7	6.8	-7.7	-2.5	0.0	6.8	7.7	-2.6
Cn1nc(C(=O)Nc2ccccc2)c2c1-c1ccccc1S(=O)(=O)C2	78.4	1.0	-2.6	-3.2	-2.3	-0.1	0.1	16.0	-6.6
CCCCCCSc1nsc(NC(=O)CC(C)C)n1	95.1	5.9	0.3	-9.3	0.1	-0.1	-2.4	7.0	8.5
COc1ccc(-n2nc(C(=O)NCC(=O)NCC3COc4ccccc4O3)c3ccccc3c2=O)cc1OC (configuration not stated)	100.0	-10.0	-6.3	-0.7	1.0	-0.2	-6.0	-3.1	4.4
Cc1ccc2cc(CN(Cc3cccs3)Cc3nnnn3CC3CCCO3)c(=O)[nH]c2c1 (configuration not stated)	108.6	-0.7	2.9	0.7	1.3	0.0	-0.2	3.5	3.8
Cc1ccc(SCC(=O)Nc2cccnc2)cc1	90.3	6.5	5.6	-1.0	2.4	0.1	0.0	4.9	-7.7
Cc1cc(CN(C)C(=O)CC2C(=O)NCCN2CC(c2ccccc2)c2ccccc2)on1 (configuration not stated)	105.2	12.7	-1.3	3.0	2.3	0.2	8.8	12.9	-1.5
COC(=O)CN(C#N)c1nc(N(C)C)nc(N(C)C)n1	121.5	3.6	2.9	10.4	-0.4	-0.1	-4.9	1.4	-6.7
O=C1NC(=O)C2(CCC(C(=O)O)C2)N1 (configuration not stated)	126.6	5.5	1.3	-2.5	-1.5	0.1	0.7	6.9	-3.1
COc1ccc(C(=O)Nc2ncc3c(n2)CC(C)CC3=O)cc1 (configuration not stated)	102.9	-2.1	-4.9	-6.6	-2.2	0.2	12.3	-0.4	7.9
O=C(c1ccco1)N1CCN(C2c3ccccc3-c3ccccc32)CC1	107.5	-0.4	1.0	-0.7	-0.2	0.1	3.8	-0.8	-6.2
COC(=O)CCN1CCC(C(N)=O)CC1	105.3	4.5	-1.9	18.3	2.3	0.1	-3.0	-0.7	-2.1
CSc1nc(Cc2ccccc2)nc2ccccc12	91.9	5.2	0.3	-4.4	0.5	1.2	-4.5	2.0	0.3
COc1ccccc1CNC(=O)c1c(O)c2cc(OC)c(OC)cc2[nH]c1=O	103.6	-4.5	-6.9	-17.5	-0.3	-0.3	2.2	1.5	-2.6
COc1cc(O)cc2occ(-c3ccc(O)cc3)c(=O)c12	84.3	2.8	-1.0	2.2	-1.0	-0.1	5.2	5.3	0.3
Cc1cc(C(=O)COC(=O)c2ccc([N+](=O)[O-])o2)c(C)n1CC1CCCO1 (configuration not stated)	116.0	3.2	3.6	-8.1	0.6	0.1	10.6	6.0	-0.4
CC(NC(=O)CN1C(=O)NC2(CCCCCC2)C1=O)c1ccccc1Cl (configuration not stated)	91.5	1.4	·	-2.4	·	-0.2	4.0	0.2	·
O=C(NCC1CCCO1)c1cc(S(=O)(=O)N2CCOCC2)ccc1Cl (configuration not stated)	94.3	-0.6	0.7	-5.2	0.2	-0.3	2.1	0.2	5.0
Nc1nnc(CC(=O)N/N=C/c2ccccc2OCc2ccccc2F)s1	80.7	4.1	-3.4	-5.1	2.8	-0.1	1.9	4.5	8.7
CC1=NN(C(=O)CCc2ccccc2O)C(O)(C(F)(F)F)C1 (configuration not stated)	84.9	-14.5	0.1	8.4	3.3	-0.2	2.6	-7.0	2.0
Cc1ccc(NC(=O)COC(=O)COc2ccc(Cl)cc2)c([N+](=O)[O-])c1	102.9	-1.2	2.9	-12.8	0.2	0.4	-2.8	0.2	-10.0
O=C(CNC(=O)c1cccs1)NCC(=O)OCc1ccc(Cl)cc1	95.0	0.5	1.0	-2.1	-0.3	0.0	4.2	2.2	-0.6
N#Cc1ccc(C23CC4(C2)[C@H](CN(Cc2ccc(-c5ccccc5)cc2)[C@@H]4c2ccccc2)C3c2ccc(Cl)nc2)cc1 (some centres not stated)	101.6	2.2	-3.9	6.0	0.9	0.1	-1.8	3.0	7.9
N#Cc1cn(CC(=O)NCCc2c[nH]c3ccccc23)c2ccccc12	97.7	-0.8	3.9	5.7	0.5	0.2	5.3	4.2	-2.4
CCOc1ccc(-c2nnc(N)o2)cc1	90.5	6.2	2.3	-12.1	-0.8	-0.2	-1.2	3.0	3.0
COc1ccc(NC(=O)c2cn(CCC#N)nc2-c2cccs2)cc1	73.9	-6.5	5.0	-9.8	-1.3	-0.1	3.8	0.8	11.0
CC(=O)Nc1ccc(S(=O)(=O)N(C)CC(=O)Nc2ccc(Br)cc2F)cc1	101.0	-5.3	-1.7	7.2	-3.6	0.1	-3.1	-7.7	-2.8
CC(OC(=O)/C=C/c1ccccc1)C(=O)Nc1ccc2c(c1)OCCO2 (configuration not stated)	109.6	0.3	·	-0.4	·	0.2	-0.3	-1.4	·
CCN1CCN(C(=O)c2cc3c(=O)n(C)c4ccccc4c3n2C)CC1	102.2	5.8	-0.5	-15.2	1.3	-0.3	1.3	5.0	6.2
Cc1ccc(C)c2c1c1ccccc1n2C	84.9	-9.2	-1.9	-2.3	0.1	0.1	0.0	0.1	1.3
CCOc1ccc(S(=O)(=O)N2CCN(C(=O)c3ccc(-n4cncn4)c([N+](=O)[O-])c3)CC2)cc1	99.2	-10.4	1.1	29.8	2.5	-0.1	-4.7	1.4	-1.4
CCC(CC)NC(=O)CCCSc1nc2ccccc2[nH]1	90.6	0.1	-1.5	-11.9	2.3	-0.1	-3.6	4.2	-5.7
CCN(CC)S(=O)(=O)c1ccc(OC)c(NC(=O)/C=C/c2ccco2)c1	110.4	2.0	-4.3	3.1	0.1	-0.1	3.6	7.7	-4.7
CCN(CC)S(=O)(=O)c1ccc(S(=O)(=O)N(CC(=O)Nc2ccccc2)Cc2ccco2)cc1	76.2	3.1	1.5	-9.6	-2.7	-0.1	5.9	0.7	10.0
Cc1nn(C)c(Oc2cccc(C(F)(F)F)c2)c1C#N	86.8	8.6	-2.6	3.1	0.7	0.0	9.0	5.8	-1.5
CC(NC(=O)COC(=O)c1ccc2c(c1)S(=O)(=O)N=C1CCCCCN12)C12CC3CC(CC(C3)C1)C2 (configuration not stated)	101.0	-8.2	7.8	-3.4	·	0.1	0.9	1.4	-6.0
CCN(CC)S(=O)(=O)c1ccc(OC)c(NC(=O)c2ccc(-n3cncn3)c([N+](=O)[O-])c2)c1	105.5	-10.7	-1.5	-9.3	0.0	-0.1	4.3	-2.6	8.3
Clc1ccc(CN2C3=NCCCN3c3ccccc32)cc1Cl	107.1	1.2	0.3	2.4	2.1	0.2	-4.0	1.9	5.9
CCCCc1c(C)nn(-c2nnc3c4ccccc4n(C)c3n2)c1C	97.1	-1.6	-7.5	-0.3	3.1	0.0	-1.5	-3.0	-3.4
CCC1(CC)C(=O)NC(=O)NC1=Nc1ccccc1	108.8	-2.3	2.6	-17.8	0.1	0.0	0.1	-1.2	-13.0

The final three entries of the section above open the next one.
SMILES	CR mimetic SO	MCL1 BIM primary	Fam108B counter	ZTA counter	MEX-5 binding	Efflux pump inh	GLD-1 TGE inh	BCLXL inh	EBNA-1 inhibitor
Clc1ccc(CN2C3=NCCCN3c3ccccc32)cc1Cl	107.1	1.2	0.3	2.4	2.1	0.2	-4.0	1.9	5.9
CCCCc1c(C)nn(-c2nnc3c4ccccc4n(C)c3n2)c1C	97.1	-1.6	-7.5	-0.3	3.1	0.0	-1.5	-3.0	-3.4
CCC1(CC)C(=O)NC(=O)NC1=Nc1ccccc1	108.8	-2.3	2.6	-17.8	0.1	0.0	0.1	-1.2	-13.0
OC(CNCC1CCCO1)Cn1c2ccc(Cl)cc2c2cc(Cl)ccc21 (configuration not stated)	100.2	1.8	0.8	6.7	-2.0	0.0	8.0	10.6	-12.4
Cc1ccc(-c2nnc(SCC(=O)N/N=C/c3ccc(C)s3)n2-c2ccc(C)cc2)cc1	113.2	-6.0	-7.2	-17.0	1.5	-0.2	8.1	-0.1	-5.1
O=c1[nH][nH]c(-c2ccccc2O)c1C(C[N+](=O)[O-])c1ccccc1 (configuration not stated)	97.8	8.9	1.4	2.7	0.4	5.5*	-4.1	2.5	7.0
Cc1cc(C)c(NC(=O)c2ccc[n+](Cc3ccc([N+](=O)[O-])cc3)c2)c(C)c1	94.9	8.0	0.2	-21.3	0.8	0.0	-6.3	8.1	0.8
CCOCCCNC(=O)c1c(N)n(-c2ccc3c(c2)OCO3)c2nc3ccccc3nc12	83.3	5.4	0.7	8.7	-0.1	0.0	11.8	6.6	7.1
Cc1cc(C)nc(Nc2n[nH]c(-c3ccc(N)cc3)n2)n1	104.2	1.6	-3.5	-10.7	-1.7	-0.1	2.2	1.2	4.8
COc1ccccc1N=NC1=C(O)CC(C)(C)CC1=O	149.4	-10.5	-3.0	-8.3	1.8	0.3	-22.4	-3.3	-11.6
CNS(=O)(=O)c1cccc(C(=O)OCC(=O)/C=C2/N(C)c3ccccc3C2(C)C)c1	98.9	-2.3	3.9	4.0	-1.5	0.0	-4.9	1.7	3.0
O=C(CSc1nncn1-c1ccccc1)c1c[nH]c2ccccc12	127.0	-3.9	-7.2	8.4	-5.0	0.1	-5.5	0.7	-17.8
CCCN1C(=O)C2(SC(NC(C)=O)=NN2C(C)=O)c2cc(C)ccc21 (configuration not stated)	96.3	5.7	1.3	18.5	1.6	0.0	6.5	1.9	6.5
Cc1ccc(C(=O)NC2CCN(C(=O)Nc3ccccc3Cl)CC2)cc1	99.8	9.5	3.9	-0.2	-0.1	0.5	0.8	3.0	-8.0

From PubChem BioAssay
